Assay outcomes (PubChem BioAssay)
ELG1 genotox: induces genotoxicity in HEK293T cells with luciferase-tagged ELG1; hit rate 1.3% among 330,000; Potency, µM (series often up to 46 µM), for inactives: at the highest dose activity change, positive = activation, hits mostly activators; HEK293T ELG1-luciferase reporter, luminescence, 16 h; note: potency is the fitted concentration of half-maximal effect; % of control where 0% means no effect; nearly all actives have a fitted effect of over 60% in size
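Step 1: seed 2,000 HEK293T ELG1-luciferase cells per well. Step 2: add compound or DMSO, incubate 16 hr at 37 °C. Step 3: ONE-Glo, 30 min at room temperature, read luminescence.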
FLuc modulator: firefly luciferase modulation, counter-screen for miR-21 project | hit rate 6.9% among 360,000 | Potency, µM (titrated, usually from 57.5 µM), for the others: at the top dose activity change, negative = inhibition, actives largely listed as inhibitors | purified FLuc, Km substrates, luminescence inhibition | AID 588342 | P08659;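 note: potency is the fitted concentration of half-maximal effect; plate controls were vehicle for no effect and reference inhibitor for full effect; nearly all actives have a fitted effect of over 55% in size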
Target sequence (P08659 whole entry, looked up): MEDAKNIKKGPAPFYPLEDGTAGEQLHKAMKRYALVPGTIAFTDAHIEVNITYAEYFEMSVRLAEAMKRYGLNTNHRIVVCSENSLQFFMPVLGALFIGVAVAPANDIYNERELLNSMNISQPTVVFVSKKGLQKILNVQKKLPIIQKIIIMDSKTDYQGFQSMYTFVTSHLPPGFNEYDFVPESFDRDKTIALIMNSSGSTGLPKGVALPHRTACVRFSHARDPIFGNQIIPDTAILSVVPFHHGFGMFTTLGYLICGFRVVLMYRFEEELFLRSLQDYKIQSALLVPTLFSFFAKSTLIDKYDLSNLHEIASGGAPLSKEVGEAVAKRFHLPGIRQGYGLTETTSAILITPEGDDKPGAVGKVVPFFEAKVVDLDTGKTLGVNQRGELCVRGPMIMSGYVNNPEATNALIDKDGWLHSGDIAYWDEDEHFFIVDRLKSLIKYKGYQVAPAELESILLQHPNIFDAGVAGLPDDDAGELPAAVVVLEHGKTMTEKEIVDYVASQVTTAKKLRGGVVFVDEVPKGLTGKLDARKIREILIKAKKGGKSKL
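Purified P. pyralis luciferase, 10 nM final, with Km-level 10 uM D-luciferin and 10 uM ATP in 50 mM Tris acetate pH 7.5, 10 mM Mg acetate, 0.01% Tween-20, 0.05% BSA; 6-point qHTS titration about 60 µM downward; luminescence read.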
VP16 counter: Gal4-VP16 reporter inhibition counter-screen. Drosophila S2 Gal4-VP16 UAS-luciferase, luminescence, 20 h. Potency, µM (highest dose often 53.6 µM), inactives show top-dose activity, negative = inhibition, most hits filed as inhibitors. hit rate 3.5% among 310,000. AID 2546;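 note: Gal4-VP16 expression switched on by copper sulfate through the metallothionein promoter; potency is the fitted concentration of half-maximal effect; % is set by controls: 0 for no effect and ±100 for the full control effect; nearly all actives have a fitted effect of over 50% in size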
BRCA1 expr up: increases BRCA1 expression; MCF7-BRCA1-FFLuc reporter, luminescence, 48 h; response scale: scaled: vehicle 0%, 10 µM genistein 100%; Potency, µM (doses to about 46.1 µM), inactives show at the highest dose activation, hits mostly activators; hit rate 1.1% among 380,000; AID 624202; note: potency is the fitted concentration of half-maximal effect; nearly all actives have a fitted effect of over 80% in size; some results filed as inactive show a strong effect at the top dose
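Using MCF7 cells harboring a BRCA1 firefly luciferase reporter, plated 2 h before compound pinning, the screen measured luminescence after 48 h incubation. Responses were normalized to DMSO and 10 microM genistein, then fitted for concentration-effect.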
TRPV1 agonist: human TRPV1 agonism; hit rate 0.19% among 320,000; AID 540275; Q8NER1; activation, % at 8.33 µM; TRPV1-expressing cells, Fluo-8 calcium influx, agonist mode; in the data active = activation above about 80%; inconclusive = between about 30% and that limit; note: 0% is about no effect
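Fluo-8 calcium influx in TRPV1-expressing cells, kinetic read (ex 480/em 520 nm). Compound added and read 3 min for agonist activity, followed by capsaicin at EC20 final and 2 min further read for enhancement.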
ELG1 DNA repair: ELG1-dependent DNA repair inhibition; hit rate 2.3% among 330,000; Potency, µM (doses to about 46.1 µM), for inactives: at the top dose activity change, negative = inhibition, most hits filed as inhibitors; HEK293T ELG1-luciferase reporter, luminescence, 16 h; DNA damage induced by 5-fluorouridine; note: potency is the fitted concentration of half-maximal effect; % is set by controls: 0 for no effect and ±100 for the full control effect; nearly all actives have a fitted effect of over 55% in size
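Reporter activity after DNA damage by 5-fluorouridine is monitored. Compound-treated cells incubate 16 hr at 37 °C, then ONE-Glo is added for 30 min before luminescence reading.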
RORgamma inh: ROR gamma (mouse) transcription inhibition; P51450; Drosophila S2 Gal4-RORgamma UAS-luciferase reporter, 20 h; Potency, µM (highest dose often 53.6 µM), inactives show at the highest dose activity change, negative = inhibition, actives largely listed as inhibitors; hit rate 5.4% among 310,000; AID 2551; note: potency is the fitted concentration of half-maximal effect; % is set by controls: 0 for no effect and ±100 for the full control effect; nearly all actives have a fitted effect of over 60% in size
Target sequence (P51450 whole entry, looked up, the tested form may be a part): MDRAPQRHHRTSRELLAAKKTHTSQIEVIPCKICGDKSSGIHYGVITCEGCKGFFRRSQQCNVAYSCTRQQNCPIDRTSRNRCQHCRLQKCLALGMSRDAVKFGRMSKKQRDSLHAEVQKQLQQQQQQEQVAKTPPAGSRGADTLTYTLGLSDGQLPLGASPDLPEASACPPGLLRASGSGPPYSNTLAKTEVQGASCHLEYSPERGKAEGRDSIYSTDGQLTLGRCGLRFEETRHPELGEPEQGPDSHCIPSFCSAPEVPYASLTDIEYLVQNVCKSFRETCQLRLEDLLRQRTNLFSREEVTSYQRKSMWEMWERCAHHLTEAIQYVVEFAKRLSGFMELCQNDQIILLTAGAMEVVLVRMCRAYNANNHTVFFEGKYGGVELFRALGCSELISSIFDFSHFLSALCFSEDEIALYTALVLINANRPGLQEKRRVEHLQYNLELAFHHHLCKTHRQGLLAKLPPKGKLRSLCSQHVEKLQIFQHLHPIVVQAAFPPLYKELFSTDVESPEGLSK
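Stable Schneider cell line, Gal4 DNA-binding domain fused to ROR gamma, UAS-luciferase. Cmpd 1 hr RT → CuSO4 700 uM final → 20 hr RT → luciferase reagent 10 min → luminescence.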
NPC1 prom act: NPC1 promoter activation | hit rate 2.4% among 320,000 | Potency, µM (series often up to 9.22 µM), for inactives: at the highest dose activation, usual class: activators | Huh7 NPC1 promoter luciferase reporter, 24 h;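 note: potency is the fitted concentration of half-maximal effect; % of control where 0% means no effect; nearly all actives have a fitted effect of over 60% in size; reporter is driven by a mutant NPC1 promoter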
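Huh7 reporter cells (NPC1 promoter driving luciferase) are dosed with compound for 24 h at 37 °C, 5% CO2; luciferase detection reagent is then added and luminescence measured after 10 min at ambient temperature.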
Rab9 promoter act: Rab9 promoter activation; Huh7 Rab9 promoter-luciferase reporter, luminescence, 24 h; Potency, µM (highest dose often 9.22 µM), without a hit: at the top dose activation, negative = inhibition, hits mostly activators; hit rate 2.8% among 320,000; note: potency is the fitted concentration of half-maximal effect; % of control where 0% means no effect; nearly all actives have a fitted effect of over 60% in size
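Steps: seed 1500 Huh7 Rab9-luc cells per well, rest 2 h at 37 °C; add compound in DMSO; incubate 24 h; add luciferase reagent, 10 min ambient; read luminescence.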
Tb PFK inh: T. brucei PFK enzyme inhibition | T. brucei PFK, ADP-Glo luminescence | Potency, µM (highest dose often 57.5 µM), inactives show at the highest dose activity, negative = inhibition, hits mostly inhibitors | hit rate 0.17% among 330,000;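 note: potency is the fitted concentration of half-maximal effect; 0% = uninhibited 1x PFK enzyme wells and -100% = no-enzyme wells; nearly all actives have a fitted effect of over 60% in size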
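ADP-Glo luminescence quantified ADP after 45 min at room temperature, with 1.25 nM T. brucei PFK, 0.1 mM ATP and 0.5 mM fructose-6-phosphate in pH 8.0 TEA buffer. qHTS titrations up to 57 µM; curves classified by quality.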
p53 reactivator: mutant p53 re-activation in reporter cells | AID 504706 | Potency, µM (doses to about 92.2 µM), for inactives: at the highest dose activity change, positive = activation, hits mostly activators | hit rate 0.063% among 320,000 | H1299 p53-A138V BP100-luciferase reporter, luminescence, 24 h; note: potency is the fitted concentration of half-maximal effect; % of control where 0% means no effect; nearly all actives have a fitted effect of over 45% in size
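H1299 (p53-null), stable ts p53-A138V + BP100-Luc; 1000 cells/well, Opti-MEM/10% FBS; cpd 4 pt, 1:5; 24 h, 37 deg C, 5% CO2; detection reagent 10 min RT; luminescence.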
The depositor's hits bear a star; u = inconclusive; x = not tested or not shown; & = joins results of further samples; [ ] = another dose, or the depositor's remark. Unless noted, calls come from the whole dose curve; as a rule, active = well fitted curve in the direction sought with a large enough effect; inconclusive = small, poorly fitted or top-dose-only effect, or another doubt; inactive = no such curve, though single readings can be large; an effect the other way counts as inactive or inconclusive. Rows were taken by chance; overall some 15% were active at least once.

Value order – ELG1 genotox, FLuc modulator, VP16 counter, BRCA1 expr up, TRPV1 agonist, ELG1 DNA repair, RORgamma inh, NPC1 prom act, Rab9 promoter act, Tb PFK inh, p53 reactivator
CC(C)(C)NC(=O)c1cnn(-c2ccccc2)c1NC(=O)c1ccccc1
 : 2%, 3%, 5%, 4%, 18, u, 2%, -1%, 3%, -4%, -5%
Cc1c(Cl)cccc1NC(=O)Nc1cnccn1
 : 2%, 0%, -3%, 8%, 3, 7%, -16%, 10%, 6%, -5%, -2%
CC1CN(C(=O)NCc2ccccc2)c2cc(Cl)ccc2O1 (configuration not stated)
 : 0%, 2%&-1%, -7%, -20%, 23, 8%, 27%, -1%, -3%, -16%, -5%
NS(=O)(=O)c1ccc(NC(=O)C(=O)NCCC(=O)O)cc1
 : -1%, -2%, 2%, -7%, -4, 0%, -8%, -5%, -4%, -1%, 3%
CC(Sc1ccc(Cl)cc1)C(=O)NNC(=O)c1ccco1 (configuration not stated)
 : 0%, x, x, -1%, x, 2%, x, x, x, -1%, -10%
COc1ccccc1OCC(=O)N(Cc1nc(-c2ccccc2)no1)C(C)C
 : 4%, 0%, -4%, -6%, -2, -2%, -9%, 2%, 0%, 1%, -4%
N#Cc1c(N2C(=O)C3C4C=CC(C4)C3C2=O)sc2c1CCC2 (configuration not stated)
 : -5%, -1%, 2%, 22%, 8, -1%, 16%, 2%, -3%, 1%, -5%
COc1ccc(OC)c(N(CC(=O)NC2CCCCCC2)S(=O)(=O)c2ccc(C)cc2)c1
 : -17%, 5%, -8%, -41%, 14, -12%, 39%, -6%, 11%, 1%, -16%
C=CCN(C(=O)CNC(=O)c1ccco1)C(C(=O)NC1CCCCC1)c1ccc(OC)cc1 (configuration not stated)
 : 0%, 0%, 2%, -12%, 1, 4%, 9%, -5%, -7%, 0%, 7%
Cc1nnc(SCCN2CCOCC2)n1-c1cccc(Cl)c1
 : -7%, -1%, 0%, 29%, -2, 7%, -30%, 0%, 0%, 0%, 7%
O=C(CSc1nnnn1-c1ccc(Cl)cc1)Nc1cccnc1Cl
 : -5%, 0%, u, -13%, 4, 0%, u, 3%, 4%, 0%, -3%
CCOC(=O)n1c(=O)n(Cc2ccc(F)cc2)c2ccccc21
 : -4%, -1%, -1%, 0%, 13, -17%, 15%, -1%, 10%, -7%, -3%
CN(C)c1nc2n(c(=S)n1)CCS2
 : 0%, 1%, 2%, 1%, -2, 19%, -9%, -1%, -11%, -5%, 2%
CN(C(=O)C1CCCO1)c1nnc(-c2cnccn2)s1 (configuration not stated)
 : -2%, u, 14%, 21%, -3, 13%, 36%, -4%, -7%, 3%, 8%
CCN(CC)C(=O)c1ccccc1NC(=O)c1ccccc1SC
 : 0%, 0%, 2%, -11%, 4, 5%, -16%, 1%, 1%, -4%, -3%
CCCCn1c(N)c(N(CC(C)C)C(=O)c2ccc(S(=O)(=O)N3CCC(C)CC3)cc2)c(=O)[nH]c1=O
 : -1%, 1%, x, -13%, -5, 1%, x, 0%, -2%, 10%, 2%
Cc1nonc1NC(=O)CSc1nc2ccccc2[nH]1
 : -3%, 5%, 4%, -1%, 4, 5%, -16%, -6%, -4%, -5%, 1%
CC(C)c1ccc(OCc2ccc(C(=O)N(C)C)o2)cc1
 : 10µM*, 24µM*, u, 117%, 21, u, 6%, 2.8µM*, 1.6µM*, 2%, 16%
O=C(N/N=C/c1ccc(Br)cc1)c1ccccc1-n1cccc1
 : -1%, -3%, 4%, -85%, 14, -16%, -20%, -17%, 29%, -4%, 3%
CCOc1ccc(S(=O)(=O)NCc2ccccn2)cc1NC(=O)c1ccccc1
 : 3%, -2%, x, -33%, 5, u, x, -27%, -26%, -1%, 1%
COC(=O)C(NC(C)=O)(Nc1sc2c(c1C(N)=O)CCCC2)C(F)(F)F (configuration not stated)
 : 2%, 1%, 3%, 1%, -2, 13%, 7%, 2%, -4%, 1%, -1%
O=C(NCCS(=O)(=O)N1CCN(c2ccc(F)cc2)CC1)c1ccc2c(c1)OCO2
 : -4%, 1%, x, -13%, 0, u, x, -1%, -1%, -3%, 8%
O=C(CSc1nnc(CNC(=O)c2c(F)cccc2Cl)o1)Nc1ccccc1
 : 0%, -7%, 3%, 0%, 1, -6%, 13%, 0%, -2%, 2%, -1%
COCCOc1nc2ccccc2nc1C
 : 1%, -1%, 19%, -5%, -2, 15%, 6%, -1%, 1%, 4%, 4%
O=C(CSc1nnc(Cc2ccccc2)o1)NCc1ccc2c(c1)OCO2
 : -1%, -1%, 7%, 1%, -5, 3%, 6%, -7%, 3%, 1%, -5%
O=C(O)CCCCCNC(=O)Nc1ccc2c(c1)OCCO2
 : 5%, 9.5µM*, -13%, 60%, 2, u, 12%, -1%, -33%[inhibitor], 2%, 4%
COC(=O)c1c(NC(=O)c2ccccc2)sc(C(=O)c2ccccc2)c1C
 : -7%, -9%, u, -50%, 2, u, u, -3%, -8%, -3%, 5%
CN1CCN(C(=O)CCc2nc(-c3ccc(Cl)cc3)no2)CC1
 : 0%, -2%, 21%, u, 9, -1%, 22%, 0%, 9%, 5%, 12%
CN1CCN(C(CNC(=O)C(=O)Nc2ccc3c(c2)OCCO3)c2ccc(F)cc2)CC1 (configuration not stated)
 : -1%, 2%, x, -21%, -5, 29%, x, 0%, 1%, -10%, -5%
CC1CCCCN1C(=O)COC(=O)c1ccc2ccccc2n1 (configuration not stated)
 : 1%, 8.5µM*, x, 13%, 2, 16%, x, -8%, -4%, 6%, 20%
Cc1ccc(-n2c3c(cc(C(=O)NCC(=O)c4ccccc4)c2=O)C(=O)CCC3)cc1
 : -1%, -2%, -1%, 3%, -2, -15%, -7%, -1%, 6%, -8%, 18%
COc1ccc(-c2nnn(CC(=O)c3c[nH]c4ccccc34)n2)cc1OC
 : -17%, -2%, -1%, -4%, 0, u, 27%, -3%, -2%, 2%, -8%
CCc1c(C(=O)NNC(=S)NCCc2ccccc2)csc1C
 : -1%, -3%, u, -1%, 2, -2%, u, 10%, 7%, 1%, 5%
O=S(=O)(Nc1c(F)cccc1F)c1ccc(Cl)nc1
 : 6%, 0%, x, 1%, 0, u, x, 1%, -3%, -1%, 4%
CCOC(=O)c1c(C)[nH]c(C(=O)COC(=O)C2=NNC(=O)CC2)c1C
 : 6%, u, 19%, -16%, 0, 1%, -10%, -2%, -2%, 1%, 2%
CCOC(=O)c1c[nH]c2c(C)ccc(Cl)c2c1=O
 : -4%, -1%, 6%, -11%, 5, 12%, 16%, -4%, 10%, -1%, -2%
CCOc1ccccc1C(=O)NCC(=O)N1CCN(Cc2ccc3c(c2)OCO3)CC1
 : 2%, 6%, x, -20%, u, u, x, -3%, -3%, 4%, -9%
COc1ccc(N2CCN(C(=O)c3cc4c(s3)-c3ccccc3OC4)CC2)cc1
 : 5%, -9%&-7%, 4%, 8%, 0, 17%, -4%, 0%, u, -3%, 9%
CCN1CCN(S(=O)(=O)c2ccc(S(=O)(=O)NC3CC3)cc2)CC1
 : 0%, 0%, -1%, 0%, -1, -16%, -17%, 3%, -4%, 0%, 1%
Cc1ccc(NC(=O)Nc2ccon2)cc1Cl
 : 3%, 19µM*, -3%, 35%, 7, 24%, 22%, 21%, 23%, -27%, 7%
O=C(NNC(=S)Nc1ccccc1)C1CCCCC1
 : 6%, -14%, -4%, -3%, -3, 14%, -34%, 16%, 23%, 0%, 19%
Cc1c(C#N)c(N)nc2c3c(sc12)NC(=O)CC3c1ccccc1 (configuration not stated)
 : 17%, 2%, -2%, 6%, 9, u, 12%, 0%, -1%, 0%, -13%
CCN1CCN(C(=O)Cn2nc(C)n3c(cc4c(OC)cccc43)c2=O)CC1
 : 1%[9.26 µM], -1%, 0%, -16%, 3, -2%, -9%, 0%, -2%, 1%, 8%
CC1CCCN(c2ccc(C(=O)NCC3CCCO3)cn2)C1 (configuration not stated)
 : 16%, u, u, 99%, u, u, 38%, u, u, -3%, u
CCCCc1ccc(NC(=S)NN2CCOCC2)cc1
 : 4%, -16%, -26%, 45%, 0, u, -8%, 10%, 17%, 1%, u
Cc1cc(C=C2C(=O)c3ccccc3C2=O)c(C)n1C
 : u, 3µM*, 14%, -10%, 30, u, u, 1%, 0%, 10%, u
Cc1ccccc1C(=O)N/N=C1\SCC(=O)N1Cc1ccco1
 : -7%, 2%, u, -18%, 0, -5%, -20%, -7%, 4%, 4%, -2%
Cc1ccc(S(=O)(=O)N2CCN(C(=O)CCN3C(=O)c4ccccc4C3=O)CC2)cc1C
 : 0%, 3%, 6%, -3%, -5, -11%, 10%, 0%, 1%, 0%, 0%
